# Source: PubChem
# OX1R antag-1 = blocks the human orexin 1 receptor. O43613. OX1R-expressing cells, FRET antagonist read-out. inhibition, % at 6.6 µM. actives 1.8% (n = 330,000). AID 485270; in the data active means inhibition mostly above about 38%, no sharp cut-off; inactive means mostly below about 40%;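 further: 0% = agonist challenge alone and 100% = reference antagonist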
# Target sequence (O43613 whole entry, looked up): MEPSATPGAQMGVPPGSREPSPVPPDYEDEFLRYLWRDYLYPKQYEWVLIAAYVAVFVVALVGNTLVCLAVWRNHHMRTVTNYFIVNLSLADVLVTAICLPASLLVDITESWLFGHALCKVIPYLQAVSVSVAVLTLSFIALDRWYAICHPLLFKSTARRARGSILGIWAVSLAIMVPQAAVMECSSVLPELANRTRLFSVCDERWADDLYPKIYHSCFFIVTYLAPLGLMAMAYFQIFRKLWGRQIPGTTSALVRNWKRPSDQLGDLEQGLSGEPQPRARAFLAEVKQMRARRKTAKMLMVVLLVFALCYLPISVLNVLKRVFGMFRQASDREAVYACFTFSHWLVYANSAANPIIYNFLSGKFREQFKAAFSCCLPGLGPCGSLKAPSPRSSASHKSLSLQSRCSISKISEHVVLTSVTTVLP
# CHT PAM = allosterically activates the human high affinity choline transporter; Q9GZV3; CHT-expressing cells, membrane potential dye, choline EC20; active compounds read high; LV-AA mutant CHT in HEK293 cells; B-score at 10 µM; actives 0.49% (n = 310,000); AID 488977;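 active means initial fluorescence not abnormally high and integrated response B-score, plate-corrected, over 3 SD above library mean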
# Target sequence (Q9GZV3 whole entry, looked up): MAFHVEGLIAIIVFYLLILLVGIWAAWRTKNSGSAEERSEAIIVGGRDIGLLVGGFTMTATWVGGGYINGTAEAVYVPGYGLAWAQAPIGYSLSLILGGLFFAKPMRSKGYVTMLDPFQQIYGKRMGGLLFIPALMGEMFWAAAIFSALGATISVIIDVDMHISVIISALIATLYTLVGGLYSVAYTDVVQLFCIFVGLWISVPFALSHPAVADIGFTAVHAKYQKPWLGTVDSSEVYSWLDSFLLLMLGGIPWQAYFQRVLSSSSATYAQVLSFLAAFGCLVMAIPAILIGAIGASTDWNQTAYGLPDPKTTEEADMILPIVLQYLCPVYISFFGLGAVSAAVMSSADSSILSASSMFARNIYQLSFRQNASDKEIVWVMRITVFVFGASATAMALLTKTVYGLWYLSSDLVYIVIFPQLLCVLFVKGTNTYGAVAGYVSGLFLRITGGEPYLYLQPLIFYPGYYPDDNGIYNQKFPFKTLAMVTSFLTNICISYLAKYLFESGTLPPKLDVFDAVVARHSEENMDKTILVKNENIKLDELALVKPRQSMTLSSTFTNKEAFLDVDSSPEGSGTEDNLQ
# OX1R antag-2 = antagonists of human orexin 1 receptor; CHO/OX1R cells, Fluo-8 calcium fluorescence, orexin A; AID 434989; actives 0.43% (n = 330,000); inhibition, % at 5 µM; O43613;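 active means inhibition above its plate's threshold, mean inhibition of all tested compounds on the plate plus 3 SD, cut at about 37% in these data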;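 further: 0% = orexin A challenge wells and 100% = SB-334867-A antagonist wells; not every result past the cut was called active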
# Numbers without * were called inactive; i = inactive; . = no result given. Rows are unselected; about 2.5% have a hit in one of these screens.
SMILES,OX1R antag-1,CHT PAM,OX1R antag-2
CC1CCc2c(sc(NC(=O)CSc3nc4c(c(C(F)(F)F)n3)CCc3ccccc3-4)c2C(N)=O)C1 (centres undefined),15,i,-4
Cc1cc(=O)oc2cc(OCC(=O)NCC3CCC(C(=O)O)CC3)ccc12 (centres undefined),4,i,7
O=C(Cc1ccccc1)N1CCC2(CC1)NCCc1[nH]cnc12,6,i,-7
O=C(CCN1C(=O)c2ccccc2C1=O)Nc1cccc(F)c1,-1,i,-11
CCOC(=O)CSC1=C(C#N)C(c2ccccc2OCC)C(C(=O)OCC)C(=O)N1 (centres undefined),10,i,-27
O=C(c1ccc2c(c1)OCO2)N1CCN=C1SCc1ccccc1,15,i,-22
CCCN(C(=O)c1cc(Cl)nc2ccccc12)c1c(N)n(Cc2ccccc2)c(=O)[nH]c1=O,-1,.,-19
COc1ccc(C(CC(=O)Nc2ccccn2)N2Cc3ccccc3C2=O)cc1 (centres undefined),10,i,-20
O/N=C/c1ccc2ccccc2n1,14,i,-13
CCOC(=O)N1CCC(Nc2cc(C)nc3c(-c4ccccc4OC)c(C)nn23)CC1,6,i,-31
COc1ccc(C2=NN(C(=O)CSc3ncccn3)C(c3ccc(OC)cc3)C2)cc1 (centres undefined),14,i,2
O=C(c1nc2ccc(Cl)cn2c1CNCC[C@@H]1C[C@@H]2C=C[C@H]1C2)N1CCCCCCC1,14,i,-11
Cc1ccccc1Nc1ncccc1C(=O)N1CCOCC1,10,i,3
CCSc1ccccc1C(=O)NCCCn1ccnc1,11,i,-4
N#Cc1cccc(S(=O)(=O)NCc2nnc3ccccn23)c1,9,.,8
O=C(c1cc(C(=O)N2CCCC2)cc([N+](=O)[O-])c1)N1CCCC1,26,i,-24
C=C(C)Cn1c(COc2ccccc2)nnc1SCC(=O)O,13,i,-9
COc1ccc(/C=C2\CN(Cc3ccccc3)C/C(=C\c3ccc(OC)cc3)C2=O)cc1,9,i,-12
CCCCCC(=O)NC(=S)NC1C2CC3CC(C2)CC1C3 (centres undefined),14,i,-42
Cc1ccc(OCCNC(=O)c2cc(C(=O)NCCOc3ccc(C)cc3)cc([N+](=O)[O-])c2)cc1,5,i,20
CCOc1ccc(CCNC(=O)COC(=O)COc2ccc(C(C)=O)cc2)cc1OCC,26,i,-32
CCC(C)NC(=O)c1cccc(C)c1 (centres undefined),5,i,2
Cc1ccccc1S(=O)(=O)Oc1cccc2c(O)cccc12,18,i,-2
O=C(CCCn1c(=S)[nH]c2cc3c(cc2c1=O)OCO3)NCc1cccc(Cl)c1,14,i,-16
N#CC1=C(N)SC(N)=C(C#N)C1c1ccc(C(F)(F)F)cc1,17,i,-2
CCOC(=O)NC(=O)COC(=O)c1cccc2ccccc12,14,i,-13
CC(=O)c1cccc(Nc2cc(C)nc3c(C)cccc23)c1,13,i,-10
CC12CCC(C(=O)N/N=C/c3ccc(O)cc3)(OC1=O)C2(C)C (centres undefined),11,i,-6
CCCCc1nnc(NC(=O)COc2ccc3c(C)cc(=O)oc3c2)s1,18,i,-11
O=C(NCCNC(=O)C(c1ccccc1)c1ccccc1)c1ccco1,11,i,-20
CCOc1ccc(CCNC(=O)CSc2nc3ncc(Cl)cc3[nH]2)cc1OCC,46,i,0
CCCN(CC(=O)Nc1ccccc1OC)C(=O)c1ccccn1,14,.,-11
Cc1cccc(OCCCC(=O)Nc2ccc(Br)cc2)c1,36,i,-1
CN(CCCCCCCCC(=O)/C=N/O)Cc1ccccc1,1,i,-7
O=C(Nc1cccn(Cc2ccccc2Cl)c1=O)NC1CCCCC1,29,i,-9
CC(=O)Nc1ccc(NC(=O)COC(=O)[C@@H]2CCCN2C(=O)c2cccs2)cc1,5,.,-11
CCc1c(C)sc(NC(=O)c2ccoc2C)c1C(N)=O,3,i,-21
COc1ccc(Cl)cc1S(=O)(=O)NCc1cccnc1,9,i,-12
COC(=O)C1=C(C(=O)OC)[C@]2([C@H]3CCCCN[C@@H](Cc4ccccc4)C(=O)N3Cc3ccccc3)C=C[C@H]1O2,17,.,1
COc1cccc(/C=N\NC(=O)c2ccc(C)nc2)c1,17,i,-7
COc1ccccc1OCc1ccc(C(=O)N2CCN3CCCC3C2)cc1 (centres undefined),12,i,-33
c1ccc(CN2CCN(Cc3c[nH]c4ccccc34)CC2)cc1,-10,i,-9
Cc1ccc(S(=O)(=O)CCC(=O)N2CCN(c3ccccc3O)CC2)cc1,5,.,-32
COc1ccc(/C=N/N=C/c2ccc(OC)c(OC)c2)cc1OC,19,i,-32
CCCC(C(=O)NC1CCCCC1)N(CC1CCCO1)C(=O)CNS(=O)(=O)c1ccc(F)cc1 (centres undefined),28,i,-30
CCN(CC)C(=O)C1=C(C)NC(=O)NC1c1ccccc1F (centres undefined),7,i,-10
Cc1cccc2cc(CN(Cc3nnnn3Cc3ccco3)C3CCCC3)c3nnnn3c12,30,i,-7
Cc1c(C(=O)Nc2nnc(C3CC3)s2)oc2ccccc12,29,.,-12

# Another view of some results above.
Structure	OX1R antag-1	CHT PAM	OX1R antag-2
CCOC(=O)NC(=O)COC(=O)c1cccc2ccccc12	14	i	-13
CC(=O)c1cccc(Nc2cc(C)nc3c(C)cccc23)c1	13	i	-10
CC12CCC(C(=O)N/N=C/c3ccc(O)cc3)(OC1=O)C2(C)C (centres undefined)	11	i	-6
CCCCc1nnc(NC(=O)COc2ccc3c(C)cc(=O)oc3c2)s1	18	i	-11
O=C(NCCNC(=O)C(c1ccccc1)c1ccccc1)c1ccco1	11	i	-20
CCOc1ccc(CCNC(=O)CSc2nc3ncc(Cl)cc3[nH]2)cc1OCC	46	i	0
CCCN(CC(=O)Nc1ccccc1OC)C(=O)c1ccccn1	14	.	-11
Cc1cccc(OCCCC(=O)Nc2ccc(Br)cc2)c1	36	i	-1
CN(CCCCCCCCC(=O)/C=N/O)Cc1ccccc1	1	i	-7
O=C(Nc1cccn(Cc2ccccc2Cl)c1=O)NC1CCCCC1	29	i	-9
CC(=O)Nc1ccc(NC(=O)COC(=O)[C@@H]2CCCN2C(=O)c2cccs2)cc1	5	.	-11
CCc1c(C)sc(NC(=O)c2ccoc2C)c1C(N)=O	3	i	-21
COc1ccc(Cl)cc1S(=O)(=O)NCc1cccnc1	9	i	-12
COC(=O)C1=C(C(=O)OC)[C@]2([C@H]3CCCCN[C@@H](Cc4ccccc4)C(=O)N3Cc3ccccc3)C=C[C@H]1O2	17	.	1
COc1cccc(/C=N\NC(=O)c2ccc(C)nc2)c1	17	i	-7
COc1ccccc1OCc1ccc(C(=O)N2CCN3CCCC3C2)cc1 (centres undefined)	12	i	-33
c1ccc(CN2CCN(Cc3c[nH]c4ccccc34)CC2)cc1	-10	i	-9
Cc1ccc(S(=O)(=O)CCC(=O)N2CCN(c3ccccc3O)CC2)cc1	5	.	-32
COc1ccc(/C=N/N=C/c2ccc(OC)c(OC)c2)cc1OC	19	i	-32
CCCC(C(=O)NC1CCCCC1)N(CC1CCCO1)C(=O)CNS(=O)(=O)c1ccc(F)cc1 (centres undefined)	28	i	-30

# Additional results.
SMILES,OX1R antag-1,CHT PAM,OX1R antag-2
CN(Cc1ccccc1)S(=O)(=O)c1ccc2c(c1)n(C)c(=O)n2C,23,i,-11
Cc1cccc(C)c1NC(=O)COC(=O)Cc1ccsc1,13,i,-1
CC(Oc1ccc(F)cc1)C(=O)Nc1ccccc1N1CCCCC1 (centres undefined),24,i,-59
Cc1cc(C)c(C#N)c(OCC(=O)c2ccccc2)n1,20,i,-25
Cc1cc(C)c(S(=O)(=O)/N=C2\C=C(NS(=O)(=O)c3ccccc3)C(=O)c3ccccc32)c(C)c1,11,i,-9
CCN(c1ccccc1)S(=O)(=O)c1ccc(N)cc1,18,i,-1
Cc1ccccc1Cn1c(-c2ccc(=O)[nH]c2)nc2ccccc21,21,i,-20
CC(NS(=O)(=O)c1ccc(N)cc1)C1CC2CCC1C2 (centres undefined),26,i,-7
O=C(Nc1ccnc(-c2ccncc2)n1)c1ccc(Cl)cc1,6,i,-12
O=C(C[C@@H]1C/C=C\C[C@H](Cc2ccc(F)cc2)C(=O)OC[C@H]2CCCN2C1=O)N[C@H](CO)Cc1ccccc1,11,.,-16
Cc1cnc(C(=O)OCC(=O)NCc2ccccc2)cn1,9,i,-14
C[C@@H]1CN([C@H](C)CO)C(=O)c2cc(NS(=O)(=O)c3cn(C)cn3)ccc2O[C@H]1CN(C)C(=O)Nc1ccccc1,2,.,-4
COc1ccc(NC(=O)c2ccc(-n3nc(C)cc3C)cc2)cc1OC,-1,i,-18
CCN(CC)C(=O)C(Oc1ccc(C)nc1[N+](=O)[O-])c1ccccc1 (centres undefined),16,i,-14
CCOc1ccc2sc(NS(=O)(=O)c3ccc(OC)c(OC)c3)nc2c1,5,i,-20
COc1ccc(-c2cc(C(F)F)n3ncc(C(=O)NCCCN4CCCC4=O)c3n2)cc1,18,i,-24
CN/N=C/c1ccc(C#N)cc1,21,i,-9
O=c1c(-c2ccc3c(c2)OCCO3)coc2cc(OC3OC(CO)C(O)C(O)C3O)ccc12 (centres undefined),6,i,-14
CC(C)CNC(=O)CN1c2cccc3cccc(c23)S1(=O)=O,28,i,-8
Cc1ccc(C(=O)N[C@H](C(=O)Nc2sccc2C(N)=O)C(C)C)cc1,20,i,-29
CC1OC(C)(C)OC1C1CNc2nc(NC(=O)C(C)(C)C)[nH]c(=O)c2N1C(=O)c1cccnc1 (centres undefined),11,i,1
Cc1onc(-c2ccccc2)c1C(=O)N/N=C/c1cc2c(cc1Cl)OCO2,7,i,-14
O=c1[nH]c(CSc2cccc[n+]2[O-])nc2ccccc12,7,i,-23
O=C(COC(=O)c1cncc(Br)c1)NCc1ccc(F)cc1,17,i,-5
O=c1cc(Cl)[nH]n(-c2ccccc2)c1=O,9,i,-4
NC(=O)c1ccc(N2CCC(C(N)=O)CC2)c([N+](=O)[O-])c1,54,i,-8
CC(C)NC(=O)Nc1ccc2c(c1)C(=O)N([C@H](C)CO)C[C@@H](C)[C@@H](CN(C)C(=O)NC1CCCCC1)O2,3,.,-5
COc1cc(C(=O)Nc2cc(-c3nc4cc(C)ccc4o3)ccc2C)cc(OC)c1OC,11,i,-11
COCCn1nnnc1C(c1ccccn1)N1CCN(c2cccc(C)c2C)CC1 (centres undefined),39,i,-15
CCOC(=O)c1c(N)sc(-c2ccccc2)c1C,8,i,-10
C[C@]12c3[nH]c4ccccc4c3CCN1C(=O)C(CC(=O)NCCCn1ccnc1)C[C@@H]2C(=O)N1CCCCC1 (some centres undefined),7,.,-13
CCn1nc(C)c(CN2CCC(n3nccc3NC(=O)Cc3ccccc3)CC2)c1C,18,i,2
CCCCn1c(SCC(=O)N2CC(C)CC(C)C2)nc2cc(S(N)(=O)=O)ccc21 (centres undefined),7,i,-28
C/C(N)=C(/C#N)C(=O)CSc1nc2ccccc2[nH]1,0,i,-18
CCOc1ccc(OCCSc2nc(C)cc(=O)[nH]2)cc1,8,i,-26
Cc1cc(Br)c2[nH]c3c(c2c1)CCCC3=O,25,i,-31
Cc1[nH]c2ccccc2c1/C=C(\C#N)C(=O)NCC1CCCO1 (centres undefined),19,i,-21
CCOC(=O)C1(Cc2cccc(OC)c2)CCCN(C(=O)CCN2CCCO2)C1 (centres undefined),15,i,-21
CSc1nc(Sc2ccccc2)c2ccccc2n1,5,i,-17
CC(OC(=O)Cc1ccsc1)C(=O)Nc1ccc(Cl)cn1 (centres undefined),3,i,1
O=S(=O)(Nc1cccc(CCc2ccccn2)c1)c1cc(Cl)ccc1Cl,2,i,-34
COc1ccc(NC(=O)N2CCCC2C(=O)NCc2ccccc2Cl)cc1 (centres undefined),4,i,-30
CC(CCc1ccccc1)NC(=O)Cc1cccs1 (centres undefined),-3,i,-20
COc1ccc2c(c1)C(=O)CC(c1ccc3c(c1)OCCO3)O2 (centres undefined),15,i,-36
COc1cccc(NC(=O)COC(=O)Cc2ccc(Br)cc2)c1,22,i,-8
CCOC(=O)N1CCN(C(=O)C2CCN(S(=O)(=O)CC)CC2)CC1,5,i,-7
COc1ccc(OC)c(CCNC(=O)C(C)n2nc(C)c3c(C)n(-c4ccccc4)nc3c2=O)c1 (centres undefined),14,i,-18
Cc1ccnc(NC(=O)c2cccc(S(=O)(=O)N3CCN(c4ccccc4)CC3)c2)c1,19,i,-22
CCC(NC(=O)CNC(=O)CNC(=O)c1ccc(Cl)cc1Cl)c1ccc(C)cc1 (centres undefined),14,i,-17
Nc1ccccc1-c1nc2ccccc2c(=O)o1,15,i,-2
O=C(CCc1ccc(S(=O)(=O)NC2CCCCC2)cc1)N(Cc1ccccc1)Cc1ccccc1,26,i,-2
CN(C)CCOc1ccc(C(C)(C)c2ccccc2)cc1,-2,i,-8
c1cncc(-c2nnc3sc(C4CCCCC4)nn23)c1,15,i,-10
C/C(=N\NC(=O)c1cc(C)nc2ccccc12)c1cccs1,19,i,-6
CCN(c1ccccc1)S(=O)(=O)c1ccc(OC)c(NC(=O)CN2C(=O)NC(C)(C)C2=O)c1,1,.,-9
CCOC(=O)c1cc2sccc2n1CC(=O)Nc1ccc(OC)cc1,28,i,-22
CCn1c(COc2ccc(C)cc2)nnc1SCC(=O)Nc1ccc2c(c1)OCCO2,34,i,-36
CCOC(=O)c1ccc(Nc2nc(N3CCOCC3)nc(N3CCOCC3)n2)cc1,3,i,-7
COc1cc(C2C(S(=O)(=O)c3ccccc3)CON2C)ccc1OCc1ccc(F)cc1 (centres undefined),15,i,-32
CCCc1cc(CN(C)C(=O)CC2C(=O)NCCN2Cc2ccccc2C)[nH]n1 (centres undefined),33,i,-12
